Source: PubChem
T cruzi growth = T. cruzi intracellular proliferation inhibitors, primary screen, cell-based, beta-gal Tulahuen parasites, NIH3T3 host, luminescence; T. cruzi beta-gal in NIH3T3, GalScreen luminescence, 90 h; inhibition, % at 8.34 µM; actives 5.9% (n = 77,000);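 active = mean inhibition above about 93%, with at least 55% of replicates each passing it, limit read from the data, passing the limit was not always enough; inconclusive = only one of those two conditions holds; inactive = neither condition holds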
Pf Dd2 growth = P. falciparum Dd2 growth inhibitors, primary screen, SYBR Green fluorescence, single dose replicates; 72 h; active compounds read low; activity change, % at 10 µM; actives 2.3% (n = 94,000); in the data active = activity change below about -80%; inconclusive = no clear call, values can overlap the other calls
GASC1 inh = inhibitors of GASC-1 (KDM4C) histone demethylase, primary screen, biochemical, single concentration HTS; Lysine-specific demethylase 4C (Homo sapiens), Q9H3R0; GST-KDM4C 2-372, H3K9me3 peptide, LANCE TR-FRET; inhibition, % at 12.5 µM; actives 0.15% (n = 96,000); AID 720574, 2013;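 active = mean replicate inhibition above about 25%, with at least 55% of replicates also reaching it, limit read from the data, passing the limit was not always enough; inconclusive = only one of those two conditions met; inactive = neither condition met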
Target sequence (Q9H3R0 2-372 limits assumed): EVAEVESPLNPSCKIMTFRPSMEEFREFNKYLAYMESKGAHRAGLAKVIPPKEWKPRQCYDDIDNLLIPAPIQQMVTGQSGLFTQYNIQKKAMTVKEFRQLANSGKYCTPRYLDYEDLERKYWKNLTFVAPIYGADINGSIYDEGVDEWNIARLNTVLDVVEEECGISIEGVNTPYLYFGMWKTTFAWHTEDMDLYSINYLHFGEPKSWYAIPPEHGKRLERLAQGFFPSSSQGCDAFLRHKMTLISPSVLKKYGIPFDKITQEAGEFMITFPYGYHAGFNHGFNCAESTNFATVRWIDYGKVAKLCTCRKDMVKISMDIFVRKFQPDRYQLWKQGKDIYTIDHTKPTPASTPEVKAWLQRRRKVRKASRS
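Test system – GST-tagged GASC-1 (JMJD2C) catalytic fragment, aa 2-372 · Medium – HEPES buffer, pH 7.5, plus ascorbate · Reagent – H3K9me3 peptide with Fe(II)/2OG · Compound – one test concentration per compound · Timing – 30 min reaction, 60 min detection, RT · Technique – TR-FRET with Eu antibody and ULight streptavidin, EDTA stop · Read-out basis – inhibition from TR-FRET ratio decrease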
C diff growth = C. difficile growth inhibitors, primary screen, HTS | Clostridium difficile clinical isolate growth, OD600, 24 h; active compounds read low | growth activity, negative = inhibition, % at 16 µg/mL (by protocol) | actives 0.25% (n = 86,000);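 active = mean growth activity at or below -80% and every replicate also at or below -80%; inconclusive = mean at or below -80% but some replicate above -80%; inactive = mean growth activity above -80%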;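 also: 0% = DMSO wells and -100% = levofloxacin 16 µg/mL wells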
* = called active by the depositor; ? = inconclusive; / = no result given.

SMILES | T cruzi growth | Pf Dd2 growth | GASC1 inh | C diff growth
COc1ccc(S(=O)(=O)Nc2ccc3c(c2)C(=O)N([C@@H](C)CO)C[C@H](C)[C@H](CN(C)Cc2ccc(C(=O)O)cc2)O3)cc1 | -6 | 18 | 0.1 | -1
C[C@@H]1CCCCO[C@H](CN(C)C(=O)CCC(F)(F)F)[C@H](C)CN([C@H](C)CO)C(=O)c2cc(NC(=O)CCC(F)(F)F)ccc2O1 | / | -8 | 0.6 | 1
C[C@@H]1CN([C@@H](C)CO)C(=O)Cc2cc(NC(=O)c3ccncc3)ccc2O[C@@H]1CN(C)C | / | 6 | -1.9 | -4
COCC#Cc1ccc([C@H]2[C@H](CO)N3CCCCN(C(=O)Nc4cc(F)ccc4F)C[C@@H]23)cc1 | 73 | -34 | 0.1 | 2
CO[C@@H]1CN(C)C(=O)c2ccc(NS(=O)(=O)c3ccccc3C)cc2OC[C@@H](C)NC[C@H]1C | -17 | 1 | 1.8 | /
C[C@@H]1CCCCO[C@H](CN(C)CC2CCCCC2)[C@@H](C)CN([C@H](C)CO)C(=O)c2cc(NC(=O)NC3CCCCC3)ccc2O1 | 35 | 2 | -1.6 | /
CC(=O)N1[C@@H]2Cn3c(ccc(C4=CCCCC4)c3=O)[C@H]1[C@@H](C(=O)NCc1cc(F)cc(F)c1)[C@@H]2CO | 9 | -2 | 1.1 | 7
C[C@H](NC(=O)C[C@@H]1C=C[C@@H](NC(=O)Nc2ccc3c(c2)OCO3)[C@@H](CO)O1)c1ccccc1 | / | 16 | 0.7 | 4
C[C@@H]1CN([C@H](C)CO)C(=O)CCCn2cc(nn2)CO[C@H]1CN(C)Cc1ccc(Cl)c(Cl)c1 | -21 | -26 | 0.8 | 0
C[C@@H]1CN([C@@H](C)CO)C(=O)c2cc(NC(=O)CCC(F)(F)F)ccc2O[C@H]1CN(C)Cc1ccc2c(c1)OCO2 | 69 | -4 | -0.3 | -3
Cc1noc(C)c1NC(=O)Nc1ccc2c(c1)C(=O)N([C@H](C)CO)C[C@@H](C)[C@@H](CN(C)S(=O)(=O)c1ccc(Cl)cc1)OCCCC[C@H](C)O2 | 55 | -75 | 0.8 | -4
CCC(=O)N(C)C[C@H]1Oc2cc(C#C[C@H](C)O)ccc2S(=O)(=O)N([C@H](C)CO)C[C@@H]1C | -9 | 39 | -3.8 | -4
CCCNC(=O)N[C@@H]1CC[C@@H](CC(=O)N2CCN(C)CC2)O[C@H]1CO | -57 | 1 | 1.8 | /
C[C@H]1CN([C@@H](C)CO)S(=O)(=O)c2ccc(C3=CCCC3)cc2O[C@@H]1CN(C)C(=O)CN(C)C | 24 | -59 | 2.8 | -4
CCC(=O)N(C)C[C@@H]1Oc2cc(C3=CCCC3)ccc2S(=O)(=O)N([C@H](C)CO)C[C@H]1C | -14 | 3 | 4.7 | 1
O=C(c1cccnc1)N1CC2(C1)[C@H](c1ccccc1)[C@@H](CO)N2Cc1ccc(Cl)cc1 | / | -72 | -1.3 | 5
COc1cccc(C#Cc2cnc3c(c2)C(=O)N([C@H](C)CO)C[C@@H](C)[C@H](CN(C)C(=O)C2CC2)O3)c1 | 32 | -38 | 0.3 | /
C[C@@H]1CCCCO[C@H](CN(C)S(C)(=O)=O)[C@@H](C)CN([C@H](C)CO)C(=O)c2cc(NC(=O)C3CCCCC3)ccc2O1 | 22 | 11 | 0.1 | -1
CCC(=O)N[C@@H]1CC[C@H](CC(=O)NCCN2CCCCC2)O[C@H]1CO | -78 | -5 | / | /
C[C@@H]1CN([C@H](C)CO)C(=O)c2cc(C#CC(C)(C)O)cnc2O[C@H]1CN(C)C(=O)C1CC1 | 27 | 32 | -0.9 | -2
CCC(=O)N1[C@H](CNC(=O)COC)[C@H](c2ccc(-c3ccccc3)cc2)[C@@H]1CO | -1 | 19 | -0.1 | -7
C[C@@H]1CN([C@H](C)CO)C(=O)c2cc(-c3cccc(F)c3)cnc2O[C@H]1CN(C)Cc1ccccn1 | / | 20 | 1.7 | -4
CCCC#Cc1ccc([C@@H]2[C@H](CO)N3C(=O)CN(C(=O)c4ccc(F)cc4)C[C@@H]23)cc1 | / | -1 | -1.4 | 1
C[C@@H]1CN([C@H](C)CO)C(=O)Cc2cc(NC(=O)Cc3cn(C)c4ccccc34)ccc2O[C@@H]1CN(C)Cc1ccncc1 | 90 | -10 | -1.3 | -8
Cc1noc(C)c1NC(=O)N(C)C[C@@H]1OCCCC[C@H](C)Oc2ccc(NC(=O)C3CCCCC3)cc2C(=O)N([C@H](C)CO)C[C@@H]1C | 34 | 6 | -0.3 | -3
CS(=O)(=O)N1[C@@H]2c3ccc(C4=CCCC4)c(=O)n3C[C@@H]2[C@@H](CO)[C@@H]1C(=O)NCCc1ccncc1 | 88 | / | -0.5 | 1
CN1c2ccc(C3=CCCCC3)cc2[C@@H]2[C@@H](CCN2C(=O)C2CCCCC2)[C@@H]1CO | / | 2 | / | 37
O=C(C[C@H]1C=C[C@H](NC(=O)C2CCC2)[C@@H](CO)O1)NCC1CC1 | 29 | 6 | 1.6 | 0
CNC[C@@H]1Oc2c(NC(=O)C3CCOCC3)cccc2C(=O)N([C@H](C)CO)C[C@H]1C | 38 | -3 | 0.3 | -6
O=C(C[C@H]1C[C@@H]2c3cc(NS(=O)(=O)c4ccc(F)cc4)ccc3O[C@@H]2[C@H](CO)O1)NCCN1CCCCC1 | 19 | 14 | 0.9 | -6
C[C@@H]1CCCCO[C@H](CN(C)C(=O)Nc2ccccc2)[C@@H](C)CN([C@@H](C)CO)C(=O)c2cc(NS(=O)(=O)c3ccc(F)cc3)ccc2O1 | 67 | ? | -2.3 | -2
COc1ccc(S(=O)(=O)N(C)C[C@@H]2Oc3cc(C#CC4CCCCC4)ccc3S(=O)(=O)N([C@@H](C)CO)C[C@H]2C)cc1 | 24 | -84* | 1.0 | /
COCc1cn(CC[C@H]2CC[C@@H](NC(=O)c3ccc(F)cc3)[C@H](CO)O2)nn1 | 13 | -5 | -1.6 | -2
C[C@H](CO)N1C[C@H](C)[C@@H](CN(C)C(=O)Nc2cccc3ccccc23)OCCCC[C@H](C)Oc2ccc(NC(=O)c3ccccc3)cc2C1=O | 69 | -6 | -2.2 | 0
C[C@H]1CN([C@@H](C)CO)C(=O)c2ccccc2-c2ccccc2CO[C@H]1CN(C)C(=O)[C@H]1CCCN1C | -1 | 10 | 2.3 | -4
Cc1noc(C)c1S(=O)(=O)N(C)C[C@@H]1Oc2ccc(NC(=O)CCN3CCOCC3)cc2CC(=O)N([C@@H](C)CO)C[C@H]1C | / | 12 | 13 | -4

Compound profiles, from the list above:
`Cc1noc(C)c1NC(=O)N(C)C[C@@H]1OCCCC[C@H](C)Oc2ccc(NC(=O)C3CCCCC3)cc2C(=O)N([C@H](C)CO)C[C@@H]1C` across the screens: T cruzi growth: 34; Pf Dd2 growth: 6; GASC1 inh: -0.3; C diff growth: -3
`CS(=O)(=O)N1[C@@H]2c3ccc(C4=CCCC4)c(=O)n3C[C@@H]2[C@@H](CO)[C@@H]1C(=O)NCCc1ccncc1` across the screens: T cruzi growth: 88; Pf Dd2 growth: /; GASC1 inh: -0.5; C diff growth: 1

Later entries:
SMILES | T cruzi growth | Pf Dd2 growth | GASC1 inh | C diff growth
C[C@@H]1CN([C@H](C)CO)C(=O)c2cccc(N(C)C)c2O[C@@H]1CN(C)Cc1ccc(C(=O)Nc2ccccc2N)cc1 | 75 | -72 | / | -4
CCNC(=O)[C@@H]1[C@@H](CO)[C@@H]2Cn3c(ccc(-c4cccc(F)c4)c3=O)[C@@H]2N1Cc1nccs1 | 8 | 1 | 4.8 | -2
CO[C@@H]1CN(C)C(=O)c2ccc(NC(C)=O)cc2OC[C@@H](C)N(Cc2cc(F)ccc2F)C[C@H]1C | 57 | -71 | -1.7 | 2
C[C@@H]1CN([C@@H](C)CO)C(=O)c2cc(NC(=O)c3ccncc3)ccc2O[C@@H]1CN(C)C(=O)Nc1cccc2ccccc12 | 87 | -9 | 7.8 | -1
O=C(Cc1ccccn1)N1CC(=O)N2[C@@H](CO)[C@@H](c3ccc(-c4ccc(F)cc4)cc3)[C@@H]2C1 | / | -59 | 0.6 | -7
CCNC(=O)C[C@@H]1CC[C@H]2[C@H](COc3ccc(NC(=O)c4ccc(F)cc4)cc3C(=O)N2C)O1 | 29 | -8 | -0.4 | 14
CC(C)NC(=O)N[C@@H]1CC[C@@H](CCNC(=O)C2CCCC2)O[C@@H]1CO | -1 | 9 | -0.3 | -3
N#C[C@@H]1[C@@H](c2ccccc2C2=CCCCC2)[C@H](CO)N1C(=O)C1CCOCC1 | / | 25 | -0.9 | -7
O=C(c1cccc(F)c1)N1CCCCN2[C@H](CO)[C@@H](c3ccc(-c4ccc(F)cc4)cc3)[C@@H]2C1 | 104* | 13 | / | 19
COCC(=O)Nc1ccc2c(c1)C(=O)N(C)[C@H]1CC[C@H](CC(=O)NCc3ccccc3F)O[C@@H]1CO2 | / | 50 | -0.2 | 2
C[C@@H]1CN([C@H](C)CO)C(=O)c2cccc(N(C)C)c2O[C@@H]1CN(C)Cc1ccncc1 | 22 | 2 | -1.0 | 14
COc1ccc(NC(=O)Nc2cccc3c2O[C@@H](CN(C)Cc2ccccc2)[C@@H](C)CN([C@H](C)CO)C3=O)cc1 | 41 | -2 | 5.5 | -1

Results in T cruzi growth and Pf Dd2 growth, for some of the entries so far:
Molecule	T cruzi growth	Pf Dd2 growth
COc1ccc(S(=O)(=O)N(C)C[C@@H]2Oc3cc(C#CC4CCCCC4)ccc3S(=O)(=O)N([C@@H](C)CO)C[C@H]2C)cc1	24	-84*
C[C@@H]1CN([C@H](C)CO)C(=O)c2cccc(N(C)C)c2O[C@@H]1CN(C)Cc1ccncc1	22	2
COc1ccc(S(=O)(=O)Nc2ccc3c(c2)C(=O)N([C@@H](C)CO)C[C@H](C)[C@H](CN(C)Cc2ccc(C(=O)O)cc2)O3)cc1	-6	18
O=C(Cc1ccccn1)N1CC(=O)N2[C@@H](CO)[C@@H](c3ccc(-c4ccc(F)cc4)cc3)[C@@H]2C1	/	-59
C[C@@H]1CCCCO[C@H](CN(C)C(=O)CCC(F)(F)F)[C@H](C)CN([C@H](C)CO)C(=O)c2cc(NC(=O)CCC(F)(F)F)ccc2O1	/	-8

(next part)
SMILES | T cruzi growth | Pf Dd2 growth | GASC1 inh | C diff growth
CCC(=O)N1C[C@H](C)[C@@H](OC)CN(C)C(=O)c2ccc(NC(=O)NC(C)C)cc2OC[C@H]1C | 37 | 0 | 0.9 | /
O=C(C[C@H]1CC[C@@H]2[C@H](COC[C@@H](O)CN2CC2CCOCC2)O1)NCC1CCCCC1 | 35 | 4 | 3.2 | 7
O=C(c1ccc(F)cc1)N1C[C@@H]2[C@H](c3ccccc31)[C@H](CO)N2C(=O)c1ccc(F)cc1 | -19 | 1 | -0.9 | 10
Cc1ccc(S(=O)(=O)Nc2ccc3c(c2)C(=O)N([C@H](C)CO)C[C@@H](C)[C@@H](CN(C)C(=O)Nc2ccc(C(F)(F)F)cc2)O3)cc1 | 68 | -14 | -1.7 | /
CNC[C@H]1Oc2ccc(N(C)C)cc2CC(=O)N([C@H](C)CO)C[C@@H]1C | 33 | 25 | -0.5 | -6
C[C@@H]1CN([C@H](C)CO)C(=O)Cc2cc(NC(=O)CCC(F)(F)F)ccc2O[C@H]1CN(C)S(=O)(=O)c1cccs1 | -7 | 34 | -0.1 | -4
CO[C@@H]1CN(C)C(=O)c2ccc(NC(=O)c3ccc(F)cc3)cc2OC[C@H](C)N(C(=O)CN(C)C)C[C@H]1C | / | 8 | -0.4 | -3
CCCNC(=O)Nc1ccc2c(c1)C(=O)N(C)C[C@H](OC)[C@H](C)CN(CCC)[C@H](C)CO2 | 20 | 22 | 0.6 | -3
C[C@H]1CN([C@@H](C)CO)C(=O)Cc2cc(NS(=O)(=O)c3ccc(F)cc3)ccc2O[C@@H]1CN(C)Cc1ccccc1 | 81 | -14 | 0.2 | 7
N#C[C@H]1[C@@H](c2ccc(C3=CCCCC3)cc2)[C@@H](CO)N1C(=O)CN1CCOCC1 | 89 | -64 | -0.2 | 1
C[C@@H]1CN([C@H](C)CO)C(=O)c2cccc(NC(=O)Nc3ccccc3)c2O[C@@H]1CN(C)Cc1ccc(Cl)c(Cl)c1 | 66 | -86* | -0.8 | 6
CCCN(C)C[C@@H]1Oc2ncc(-c3cccc(C#N)c3)cc2C(=O)N([C@@H](C)CO)C[C@H]1C | 31 | -72 | 0.6 | -2
CC(C)C#Cc1cnc2c(c1)C(=O)N([C@H](C)CO)C[C@H](C)[C@@H](CN(C)Cc1cncnc1)O2 | -36 | 26 | 0.3 | 1
Cc1noc(C)c1NC(=O)Nc1ccc2c(c1)C(=O)N([C@H](C)CO)C[C@@H](C)[C@@H](CN(C)C(=O)NC1CCCCC1)O2 | 25 | 55 | 0.9 | -4
COc1ccc(C(=O)Nc2ccc3c(c2)OC[C@@H](C)NC[C@H](C)[C@H](OC)CN(C)C3=O)cc1 | -6 | -16 | 0.5 | -4
